Bioassay records deposited in PubChem by several laboratories.
sPLA2-III inh: Inhibits HGIII-sPLA2 liposome hydrolysis, primary screen | QFRET BODIPY PC-A2 liposome hydrolysis, fluorescence | inhibition, % at 12.2 µM | actives 0.56% (n = 370,000) | AID 743126;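 active = inhibition above mean plus 3 SD of compounds lying within the high and low control bounds, cut at about 19% in these data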;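 note: 0% = median of test compound wells and 100% = no enzyme DMSO wells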
hcDAF-12 act: H. contortus DAF-12 activation, primary screen. HEK293 hcDAF-12 lit1-tk-luc reporter, luminescence; 0% DMSO, 100% Δ7-dafachronic acid. activation, % at 6.8 µM. actives 1.4% (n = 370,000);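 active = activation above the mean of all tested compounds plus 3 SD, cut at about 5.5% in these data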;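 note: 100% = response to 3 µM Δ7-dafachronic acid high control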
hgDAF12 agonist: agonists of H. glycines DAF-12 nuclear receptor | HEK293 GAL4-hgDAF12 UAS-luciferase reporter, agonist luminescence; normalized to butyrate control | activation, % at 6.8 µM | actives 1.8% (n = 370,000) | AID 687014;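 active = activation above a cutoff set at the mean of all screened compounds plus 3 SD, cut at about 10% in these data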;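 note: 0% = DMSO wells and 100% = sodium butyrate wells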
ADAM10 inh: inhibitors of human ADAM10; recombinant ADAM10, EDANS/DABCYL FRET peptide cleavage, 3 h; inhibition, % at 7 µM; actives 0.62% (n = 370,000);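 active = inhibition above a per-campaign cutoff equal to the mean of compounds falling between control-based bounds plus 3 SD, cut at about 20% in these data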;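 note: 0% = DMSO wells while the 100% control is not disclosed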
ssDAF12 agonist: activates DAF-12 receptor from parasite S. stercoralis; activation, % at 6.8 µM; HEK293 ssDAF-12/GRIP1 lit1-tk-luc reporter, luminescence; % of 3 µM dafachronic acid response; actives 1% (n = 370,000);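 active = activation above the mean over all tested compounds plus 3 SD, cut at about 0.9% in these data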;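 note: 0% = DMSO-only wells and 100% = 3 µM delta7-dafachronic acid wells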
DAX1 inh-1: inhibitors of DAX1 repression of SF-1 activated StAR promoter; actives 1.1% (n = 370,000); HEK293T StAR-luciferase reporter, SF-1/DAX-1 repression relief; inhibition, % at 6.8 µM; AID 652010;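 active = inhibition above the mean over all tested compounds plus 3 SD, cut at about 3.6% in these data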;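 note: 0% = DAX-1 cells with DMSO and 100% = cells lacking DAX-1 with DMSO; higher inhibition means more luminescence from relief of DAX-1 repression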
GAA850 FXN act: activators of GAA850 frataxin (FXN) promoter; HEK293 lucGAA850 FXN promoter luciferase reporter, 24 h; percent of 10 µM SAHA response; activation, % at 6 µM; actives 0.56% (n = 360,000); AID 540364;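 active = activation above the average of all compounds screened plus 3 SD, cutoff fixed separately per campaign, cut at about 7.5% in these data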;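 note: 0% = DMSO wells and 100% = 10 µM SAHA wells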
GC-A act: GC-A (human) enzyme activation; P16066; HEK293 GC-A cells, cGMP TR-FRET, EC30 ANP; 0% at EC30 ANP, 100% saturating ANP; activation, % at 10 µM; actives 0.14% (n = 370,000); in the data active = activation above about 40%
Target sequence (P16066 whole entry, looked up): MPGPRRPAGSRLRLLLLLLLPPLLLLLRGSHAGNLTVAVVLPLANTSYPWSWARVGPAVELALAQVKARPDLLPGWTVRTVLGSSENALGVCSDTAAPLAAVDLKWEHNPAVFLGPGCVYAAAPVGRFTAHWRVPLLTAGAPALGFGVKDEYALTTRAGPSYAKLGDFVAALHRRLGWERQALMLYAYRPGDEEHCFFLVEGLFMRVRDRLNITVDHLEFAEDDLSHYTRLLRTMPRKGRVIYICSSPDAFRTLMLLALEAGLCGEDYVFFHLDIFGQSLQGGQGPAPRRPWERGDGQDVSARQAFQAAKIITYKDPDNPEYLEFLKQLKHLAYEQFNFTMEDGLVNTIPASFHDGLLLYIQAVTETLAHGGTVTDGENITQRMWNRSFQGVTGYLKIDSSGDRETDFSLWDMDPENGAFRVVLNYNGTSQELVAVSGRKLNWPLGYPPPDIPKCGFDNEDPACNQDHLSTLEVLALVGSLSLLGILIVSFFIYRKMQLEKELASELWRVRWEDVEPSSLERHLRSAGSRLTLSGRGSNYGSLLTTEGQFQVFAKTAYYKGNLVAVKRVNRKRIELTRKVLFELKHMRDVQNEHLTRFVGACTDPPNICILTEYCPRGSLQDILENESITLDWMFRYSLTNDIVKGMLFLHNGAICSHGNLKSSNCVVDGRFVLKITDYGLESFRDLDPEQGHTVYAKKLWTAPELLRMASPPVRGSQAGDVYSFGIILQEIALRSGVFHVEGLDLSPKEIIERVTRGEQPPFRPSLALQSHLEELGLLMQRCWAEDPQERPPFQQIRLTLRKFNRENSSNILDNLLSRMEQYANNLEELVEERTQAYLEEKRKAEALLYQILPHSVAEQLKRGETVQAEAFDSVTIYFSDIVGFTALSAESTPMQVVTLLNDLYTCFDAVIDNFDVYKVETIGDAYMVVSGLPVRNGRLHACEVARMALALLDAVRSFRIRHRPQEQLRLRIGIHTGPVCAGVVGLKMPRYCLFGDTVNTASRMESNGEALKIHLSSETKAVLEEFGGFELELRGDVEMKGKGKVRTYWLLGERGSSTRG
NPR2 activator: GC-B (human) receptor activation; P20594; HEK293-GC-B cells, CNP EC30, cGMP TR-FRET; 0% at EC30 CNP, 100% saturating CNP; activation, % at 10 µM; actives 0.11% (n = 370,000); AID 1920062;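 active = activation at 10 µM reaching about 35% in either raw or pattern-adjusted values, limit read from the data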
DAX1 inh-2: NR0B1 (DAX1) inhibition. actives 0.99% (n = 340,000). HEK293 Gal4-DAX1 luciferase reporter, luminescence. AID 504766. inhibition, % at 6.75 µM;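 active = inhibition above the mean over all tested compounds plus 3 SD, cut at about 4.2% in these data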;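 note: 0% = DAX1-transfected cells with DMSO and 100% = empty-vector control cells with DMSO; inhibition shows as a rise in luminescence from relieved DAX1 repression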
SMARCA2 act: activators of SMARCA2 function. activation, % at 9.1 µM. MG213 cells, MMTV-luciferase reporter, dexamethasone, overnight. AID 652017. actives 1% (n = 370,000); in the data active = activation above about 7.8%;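 note: 0% = vehicle wells and 100% = reference activator wells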
* marks the source's active call; other numbers are inactive results; / = not tested or not shown. Hits appear at their usual frequency; about 6.6% have a hit in one of these screens.

SMILES,sPLA2-III inh,hcDAF-12 act,hgDAF12 agonist,ADAM10 inh,ssDAF12 agonist,DAX1 inh-1,GAA850 FXN act,GC-A act,NPR2 activator,DAX1 inh-2,SMARCA2 act
O=C(COc1ccccc1)Nc1cccc2nsnc12,0,4.8,3.7,-38,-0.6,1.0,-1.3,1,4,1.7,-3
Cn1c(=O)c2c(ncn2CC(=O)N2CCN(c3cccc(Cl)c3)CC2)n(C)c1=O,3,0.2,-1.2,1,-1.1,-0.5,1.1,-6,-3,-0.8,-1
CC1CCN(C(=O)c2[nH]c(C(F)(F)F)nc2-c2ccccc2)CC1,1,-0.2,-0.7,-7,-1.3,-0.2,/,1,5,/,0
CCC[C@H]1[C@@H](OC(=O)NCc2ccccc2Cl)CC[C@@]23CCCN2C(=O)CCC[C@@H]13,-5,-4.2,-1.3,8,-2.6,/,/,-28,-27,/,/
O=C(O)CSc1nccc2ccccc12,0,0.9,1.3,1,-1.1,0.1,0.8,0,1,0.5,-1
NC(CCc1ccccc1)c1csc(NC(=O)NCC2CCCCC2)n1 (configuration not stated),8,3.1,1.8,1,-1.4,1.0,0.8,0,4,/,-1
CCOc1cc(/C=C/C(=O)OCC(=O)NCc2ccco2)cc(Cl)c1OC,-14,-2.6,0.1,-59,-1.2,-0.3,2.1,-4,-15,1.3,-2
COC(=O)CSc1nc(N2CCOCC2)c2c(c1C#N)CC(C)(C)OC2,-4,-2.0,-1.9,-22,-1.5,0.1,0.7,4,13,0.3,0
COc1ccc(C(=O)Oc2ccc3oc(=O)sc3c2)cc1,-65,0.4,9.0,12,-0.6,-0.5,0.7,7,0,0.6,1
COc1ccc(S(=O)(=O)Nc2cc3c(cc2C(C)=O)OCO3)cc1,-3,-1.3,1.3,-5,-1.1,-2.3,-2.5,-8,-2,1.8,-3
Cc1cc(N2CCN(c3ccc(C(F)(F)F)cc3[N+](=O)[O-])CC2)c2ccccc2n1,-1,-3.7,0.7,15,-1.7,-0.7,1.2,-3,-2,-0.8,-1
CC(=O)c1ccc(N2C(=NC(=O)C3CCCO3)SC3CS(=O)(=O)CC32)cc1 (configuration not stated),8,0.3,1.5,-15,-1.2,-1.9,-0.4,0,2,-0.5,3
O=C(C[n+]1cc(-c2ccc(F)cc2)n2c1CCC2)OCc1ccccc1,18,-1.4,3.8,-5,-1.8,-0.6,1.9,4,-2,-0.7,-3
CCOC(=O)C1CCCN(C(=O)c2cc3c(OC)c(OC)c(OC)cc3[nH]2)C1 (configuration not stated),8,-2.1,-3.9,-20,-1.8,-0.2,1.6,-1,-2,-0.1,-1
CCCCn1nnnc1C1(C)CCC(=O)N1CCc1ccc(OC)c(OC)c1 (configuration not stated),5,-0.2,3.0,-2,-1.4,-0.1,/,3,5,/,-3
CCOC(=O)N1CCN(C(=O)C(CC(C)C)NC(=O)C2CCCCC2)CC1 (configuration not stated),1,0.6,-1.6,-7,-1.1,-0.4,-2.2,3,1,0.5,-2
CCOC(=O)CNC(=O)c1ccc(SCC)cc1,3,2.2,0.5,-1,-1.7,0.1,1.2,-5,2,0.3,-1
O=C(NC(=S)N1CCN(C/C=C/c2ccccc2)CC1)c1ccc(Cl)nc1,11,-2.9,-2.1,0,-2.0,-0.4,-0.4,1,4,-2.4,-5
Cc1cc(C(=O)OCC(=O)Nc2cc(S(=O)(=O)N(C)C)ccc2C)c(C)o1,-1,-0.1,-1.4,-2,-1.2,0.0,/,-2,-2,/,1
O=C(O)/C=C/c1cn(-c2ncc(C(F)(F)F)cc2Cl)c2ccccc12,-8,-0.8,0.5,7,-0.8,1.3,2.2,-40,-12,2.1,3
COc1ccc(C(=O)OCc2csc(C)n2)c(O)c1,-3,4.0,7.1,-6,-0.8,2.1,4.5,-7,1,0.5,5
CC(OC(=O)CSc1ccc([N+](=O)[O-])cc1)C(=O)NCc1ccco1 (configuration not stated),-4,-0.6,0.3,-1,-1.4,0.4,1.7,-8,-4,-0.7,-2
CC(C)CCOC(=O)C1C(c2ccccc2)C(C(=O)O)C1c1ccccc1 (configuration not stated),-1,-0.6,-2.0,6,-0.8,1.1,0.9,1,5,-0.2,6
Cc1ccc(CN2CCC(n3nccc3NC(=O)CCOc3ccccc3)CC2)cc1C,-12,-0.9,-1.3,-1,-1.5,-1.6,-1.9,-6,-11,-0.1,-1
COc1ccccc1C/C(N)=N/OC(=O)COc1ccccc1C,-4,4.5,-1.2,1,-0.6,0.0,1.4,/,/,-1.2,2
Fc1ccc(/C=N/Nc2nc3ccccc3[nH]2)cc1F,-2,0.9,4.5,3,-1.7,0.7,3.5,-8,-10,3.8,1
Cc1cc(=O)oc2n[nH]c(-c3ccccc3)c12,-10,-0.7,-0.6,-86,-0.9,0.2,3.9,5,4,1.2,1
COc1ccc2oc(=O)c(C(=O)N3CCN(c4ccccc4F)CC3)cc2c1,1,-0.8,0.3,-49,-1.8,-0.3,0.2,6,3,0.9,2
CCc1nnc(NC(=O)c2cc(-c3ccco3)nc3ccccc23)s1,3,-0.1,-0.1,-61,-0.5,-0.3,-1.1,-15,-1,0.2,-3
CC(=O)N1CCC(C(=O)N2c3ccccc3N=C(c3ccc4c(c3)OCO4)C2C(=O)Nc2c(C)cccc2C)CC1 (configuration not stated),-2,2.6,6.8,-45,0.5,0.8,/,1,2,/,5
O=C(C[C@@H]1C/C=C\C[C@@H](Cc2ccc(F)cc2)C(=O)OC[C@@H]2CCCN2C1=O)NCCO,3,-0.3,-1.2,-9,-0.9,1.3,0.0,2,-2,-0.9,-4
COc1ccc(N2CCC(CNC(=S)Nc3cc(C)ccc3C)C2)cc1 (configuration not stated),1,-1.5,2.0,-3,-1.7,0.3,0.8,-23,-13,0.7,-1
O=C1CCN(Cc2ccccc2)CCN1CCO,8,-1.8,0.4,4,-1.1,0.0,0.0,1,-4,2.5,-1
CCCn1c(C)cc(C(=O)CSc2nc3nc(C)cc(C)n3n2)c1C,-3,1.3,8.2,1,-1.4,0.0,1.7,5,-5,-1.3,-4
COC(=O)[C@H](CCSC)NC(=O)[C@@H](Cc1cnc[nH]1)NC(=O)OCc1ccccc1,1,1.0,1.4,10,-1.2,-0.2,1.0,-2,3,0.7,-3
Cc1cc(C)c(OCC(=O)OCC(=O)N2CCCc3ccccc32)c(C)c1,-4,-0.2,0.5,-5,-0.6,0.4,-1.4,1,0,1.4,-2
O=C(NNc1cc(Br)c(O)c(Br)c1)c1ccccc1,7,0.4,-0.7,-21,-0.9,0.1,1.1,-1,6,-0.7,-4
O=C1N/C(=C/c2ccc(N3CCOCC3)o2)C(=O)N1c1ccccc1,13,1.3,-0.4,-27,-1.1,-0.9,11*,6,8,-1.6,14*
Cc1ccccc1NC(=O)C(=O)Nc1ccccc1C,2,8.3*,9.3,-3,0.0,1.2,5.7,-3,4,1.9,3
Cc1cc(C=O)c(C)n1-c1cccc(C(=O)O)c1,1,-0.1,2.8,-10,-1.3,-0.2,1.5,0,1,-0.4,-4
CCOC(=O)C1CCCN(C(=O)CC(c2ccccc2)c2ccccc2)C1 (configuration not stated),0,-1.5,0.8,3,-1.8,-0.1,-0.2,-2,-1,-1.4,0
O=S(=O)(/N=C(/Nc1ccccn1)c1ccccc1)c1ccc(Cl)cc1,-2,-0.6,0.7,5,-0.9,0.6,-0.5,-2,1,1.0,3
Cc1ccc2[nH]c(=O)c(CN(CCCO)C(C)c3nnnn3Cc3ccco3)cc2c1 (configuration not stated),1,-0.1,-2.8,-23,-1.7,0.1,0.5,-4,4,1.9,-4
Cn1c(CC(=O)Nc2ccccc2)nnc1SCC(=O)NC1=NCCS1,-1,7.6*,1.1,-5,-0.7,0.2,-0.1,0,2,-0.3,-2
Nn1c(SCC(=O)NC2CCCCC2)nnc1-c1cc(-c2ccc(F)cc2)n[nH]1,-4,-1.1,6.9,-11,-0.6,-0.3,/,3,-8,/,-1
CC(=O)NCCc1nc2cc(NS(=O)(=O)c3ccc(Cl)cc3)ccc2n1C,2,-1.7,-1.1,-5,-1.5,-0.1,-0.7,-2,3,0.4,-3
O=C(COC(=O)c1ccc(Br)cc1)NC1CCCC1,5,0.2,0.3,10,-1.0,0.0,-2.1,-1,2,1.5,3
Cc1noc(C)c1S(=O)(=O)N1CCCN(C(=O)/C=C/c2ccccc2F)CC1,-2,0.0,1.8,-9,-1.3,1.1,-0.3,-1,1,0.5,3
O=C(CCc1nnc(CCCCc2ccccc2)o1)NCCc1cccnc1,-1,0.3,1.1,0,-1.9,0.2,-1.8,-5,0,0.8,1
CCOC(=O)c1ccc(-n2c(CN3CCN(CCO)CC3)nc3ccc([N+](=O)[O-])cc3c2=O)cc1,-3,-0.5,4.0,0,-1.6,-0.9,0.4,-2,0,2.0,9.5*

Further records.
SMILES,sPLA2-III inh,hcDAF-12 act,hgDAF12 agonist,ADAM10 inh,ssDAF12 agonist,DAX1 inh-1,GAA850 FXN act,GC-A act,NPR2 activator,DAX1 inh-2,SMARCA2 act
C[C@H](CO)N1C[C@H](C)[C@@H](CN(C)S(=O)(=O)c2ccc(F)cc2)Oc2ncc(Br)cc2C1=O,-3,-1.1,-2.7,-8,-1.2,-0.7,/,1,2,/,-2
CCCCCCC(c1c(C)n(C)n(-c2ccccc2)c1=O)c1c(C)n(C)n(-c2ccccc2)c1=O,-5,-3.7,-1.8,-4,-0.9,0.0,-2.5,-1,1,1.1,-4
COc1cc2c(cc1OC)C(COc1ccc(C(C)C)cc1)NCC2 (configuration not stated),3,-1.2,1.2,-12,-0.7,-2.7,-0.1,2,1,0.8,-1
Cc1cc(C(C)(C)C)c(O)c(C(C)(C)C)c1,10,-0.4,-0.8,4,-1.4,0.4,-1.3,-1,5,0.1,-4
Cc1cc(OC(C)C(=O)NCc2ccccn2)c2c(C)c(Cc3ccccc3)c(=O)oc2c1 (configuration not stated),1,-2.2,-0.6,-39,-1.1,-0.1,-3.7,12,18,1.1,-1
Cc1cc(-n2c(C)cc(C(=O)CSc3ncnc4ccccc34)c2C)no1,-5,-4.0,-4.2,-9,-2.1,-3.2,-3.7,-2,-3,-3.9,-6
COc1ccc(C2=CC(=O)C[C@H](c3ccc(OC)c(OC)c3)C2)cn1,-6,-1.7,-2.2,0,-1.6,-0.2,3.2,-1,0,0.7,0
COc1ccc(NC(=O)N2CCCc3ccccc32)c(OC)c1,6,-1.5,-3.3,-9,-0.7,-2.6,1.2,-3,-1,1.5,-2
C/C(=N\NC(=O)c1ccc(Cn2cc([N+](=O)[O-])cn2)o1)c1cccc(NC(=O)c2cccnc2)c1,19,-2.4,-3.0,-10,-0.9,0.1,0.5,7,-4,1.3,-2
CCN1CCN(C(=O)/C(=C/c2cccs2)NC(=O)c2ccc(C)c(C)c2)CC1,1,0.2,-0.6,8,-1.1,-1.7,0.5,4,3,-0.3,0
